Screening results as filed in PubChem BioAssay.
Nrf2 activator = Nrf2 pathway activation; AREc32 ARE-luciferase reporter (MCF7-derived line), luminescence, 24 h; Potency, µM (titrated, usually from 46.1 µM), for inactives: at the top dose activation, actives largely listed as activators; 410,000 tested, 0.31% active; AID 624171; also: % of control where 0% means no effect; nearly all actives have a fitted effect of over 65% in size
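Steps: seed AREc32_Fluc cells (1000/well, 5% FBS OPTI-MEM); incubate overnight at 37 deg C; add 23 nL compound; incubate 24 hr; add Steady-Glo; hold 30 min RT; read luminescence.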
ATXN2 expr inh = inhibitors of ATXN2 expression; Potency, µM (titrated, usually from 57 µM), for the others: top-dose activity change, negative = inhibition, usual class: inhibitors; AID 1745845; HEK-293 ATXN2-luciferase reporter, luminescence, 24 h; 360,000 tested, 0.72% active; also: % is scaled to controls: 0 for no effect and ±100 for the full control effect; nearly all actives have a fitted effect of over 55% in size
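ATXN2-luciferase reporter cells (luciferase flanked by upstream and downstream ATXN2 gene portions) were treated 24 h at 37 °C with compounds at up to 57 uM. SteadyGlo luminescence gave expression; GF-AFC fluorescence gave viability.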
EPAC2 antag = antagonists of human EPAC2; Potency, µM (highest dose often 114 µM), inactives show at the top dose activity, negative = inhibition, hits mostly inhibitors; EPAC2 GEF exchange of Rap1B-BODIPY-GDP, fluorescence; 360,000 tested, 0.18% active; also: % is scaled to controls: 0 for no effect and ±100 for the full control effect; nearly all actives have a fitted effect of over 45% in size; many of its hits are not listed in these tables
Target sequence (Q8WZA2 whole entry, looked up): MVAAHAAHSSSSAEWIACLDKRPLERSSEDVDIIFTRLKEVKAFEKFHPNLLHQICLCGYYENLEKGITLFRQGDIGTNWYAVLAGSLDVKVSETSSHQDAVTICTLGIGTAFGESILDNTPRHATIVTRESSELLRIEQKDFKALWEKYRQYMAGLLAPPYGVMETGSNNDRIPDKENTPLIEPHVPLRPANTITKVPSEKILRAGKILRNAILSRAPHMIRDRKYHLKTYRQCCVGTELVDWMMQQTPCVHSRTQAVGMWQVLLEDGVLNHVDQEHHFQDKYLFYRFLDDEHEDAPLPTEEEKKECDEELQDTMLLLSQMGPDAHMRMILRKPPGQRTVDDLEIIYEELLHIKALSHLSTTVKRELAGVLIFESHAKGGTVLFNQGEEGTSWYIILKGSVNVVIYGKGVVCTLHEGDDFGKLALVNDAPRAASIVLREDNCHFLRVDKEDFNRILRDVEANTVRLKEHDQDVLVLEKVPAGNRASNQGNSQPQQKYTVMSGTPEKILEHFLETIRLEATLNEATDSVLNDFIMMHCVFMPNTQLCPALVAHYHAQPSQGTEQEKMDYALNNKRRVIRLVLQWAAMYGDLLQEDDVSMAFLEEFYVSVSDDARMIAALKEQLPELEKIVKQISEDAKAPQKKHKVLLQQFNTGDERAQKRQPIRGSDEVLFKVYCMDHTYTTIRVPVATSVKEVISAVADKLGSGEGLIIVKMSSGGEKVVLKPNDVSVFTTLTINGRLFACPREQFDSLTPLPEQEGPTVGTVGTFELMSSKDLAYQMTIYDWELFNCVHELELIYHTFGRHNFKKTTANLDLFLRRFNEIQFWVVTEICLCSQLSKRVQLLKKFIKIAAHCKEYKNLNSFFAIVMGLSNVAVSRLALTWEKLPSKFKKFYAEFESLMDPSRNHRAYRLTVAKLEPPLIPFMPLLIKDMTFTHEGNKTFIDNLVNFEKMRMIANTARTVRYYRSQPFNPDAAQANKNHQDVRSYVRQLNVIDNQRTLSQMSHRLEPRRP
MCF10A rereplic = inducers of DNA re-replication in MCF 10A breast cells | MCF 10A DNA re-replication, Hoechst nuclear intensity, 48 h | AID 624296 | Potency, µM (series often up to 46.1 µM), inactives show at the highest dose activity, positive = re-replication, actives largely listed as activators | 350,000 tested, 2.9% active; also: % of control where 0% means no effect; nearly all actives have a fitted effect of over 50% in size
A549 viability = kills or reduces viability of A549 cells in Nrf2 counter-screen; A549 ARE-Fluc cells, CellTiter-Fluor viability, 18-24 h; Potency, µM (top dose mostly 46 µM), inactives show at the top dose activity change, negative = cytotoxicity, hits mostly inhibitors; 390,000 tested, 0.16% active; AID 504648; also: % is scaled to controls: 0 for no effect and ±100 for the full control effect
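Cytotoxicity counterscreen: CellTiter-Fluor fluorescence was measured in A549 ARE_Fluc cells after 18-24 h of compound exposure in a concentration series. The subsequent BugLite luminescent read reports ARE-luciferase activity.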
Nrf2 inh = Nrf2 pathway inhibition; A549 ARE-Fluc reporter, luciferase luminescence, 18-24 h; Potency, µM (highest dose often 46 µM), without a hit: top-dose activity change, negative = inhibition, most hits filed as inhibitors; 360,000 tested, 2.1% active; also: % is scaled to controls: 0 for no effect and ±100 for the full control effect; nearly all actives have a fitted effect of over 60% in size
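Concentration-response testing used A549 ARE_Fluc cells at 5000 cells/well. Following an 18-24 h compound incubation, viability was read by fluorescence (Ex 405/Em 525) and luciferase output by luminescence.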
S2 tox = viability counter-screen for ATXN expression inhibitors. S2 cells (HEK-293 line with an ATXN2-luciferase reporter) viability, CellTiter-Fluor protease fluorescence, 24 h. Potency, µM (top dose mostly 56.7 µM), hits mostly cytotoxic. 400,000 tested, 0.49% active. AID 651635; also: nearly all actives have a fitted effect of over 40% in size
HepG2 viability = counter-screen for TGF-b inhibitors: cytotoxicity in HepG2 cells | HepG2 CAGA-GFP viability, ATP luminescence, 18 h | Potency, µM (titrated, usually from 46.1 µM), for inactives: top-dose activity change, negative = cytotoxicity, actives largely listed as cytotoxic | 410,000 tested, 0.76% active; also: some results filed as inactive show a strong effect at the top dose
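CellTiter-Glo luminescence gave cytotoxicity after 18 hours at 37 degrees C. The cells were HepG2 CAGA-GFP in 1% FBS DMEM, stimulated with 500 pg/mL TGF-beta after compound addition. %Activity was normalised to no-cell wells (complete cell-killing) and DMSO (no toxicity), and curves were fitted and classified.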
TGFb inhibitor = blocks TGF-b signaling | HepG2 CAGA-GFP TGF-b/SMAD3 reporter, GFP fluorescence, 18 h; TGF-beta stimulated, 500 pg/mL final | Potency, µM (series often up to 46.1 µM), for the others: at the top dose activity, negative = inhibition, actives largely listed as inhibitors | 410,000 tested, 1.2% active; also: % is scaled to controls: 0 for no effect and ±100 for the full control effect; nearly all actives have a fitted effect of over 65% in size
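TGF-beta reporter screen: HEPG2 CAGA-GFP, 1% FBS, 500 pg/mL TGF-beta final, 18 h; per-cell GFP summed per well; curves fitted and categorized by class.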
An asterisk follows results filed as active; i = inactive; ? = inconclusive; . = no result given; [ ] = another dose, or the depositor's remark. Calls follow the shape of the dose curve; as a rule, active = well fitted curve in the direction sought with a large enough effect; inconclusive = small, poorly fitted or top-dose-only effect, or another doubt; inactive = no such curve, though single readings can be large; an effect the other way counts as inactive or inconclusive. Potency is read from the fitted curve at half-maximal effect.

Compound | Nrf2 activator | ATXN2 expr inh | EPAC2 antag | MCF10A rereplic | A549 viability | Nrf2 inh | S2 tox | HepG2 viability | TGFb inhibitor
O=C(Nc1cc(F)ccc1F)c1ccc(-n2cncn2)c([N+](=O)[O-])c1 | -0.6% | 23% | 12% | -20% | 1% | -14% | i | 1% | -15%
O=C(NC1CCCCC1)c1ccccc1NC(=O)C1CC(=O)N(c2ccc(Cl)cc2)C1 (configuration not stated) | -1.3% | -1% | 5% | -2% | -6% | 10% | i | 2% | -8%
Cc1ccc(CNC(=O)COC(=O)c2cc(=O)[nH]c3ccccc23)cc1 | -0.7% | -5% | -5% | -3% | 6% | -3% | i | 6% | 2%
COc1ccccc1NC(=O)Nc1ccccc1Br | -0.3% | -2% | 6% | ? | 1% | 3% | i | 0% | -1%
CCC(OC(=O)CNS(=O)(=O)c1ccccc1)C(=O)c1ccccc1 (configuration not stated) | -0.7% | -8% | 14% | 29% | 4% | -2% | i | -1% | 9%
CCCCN(C)C(=O)CSc1c2c(nc3ccc(Cl)cc13)CCCC2 | ? | . | . | . | -16% | ? | . | -31% | ?
COc1cc(-c2cc(C(=O)Nc3ccncc3)c3ccccc3n2)cc(OC)c1OC | 6.0% | 5% | -17% | 23% | -4% | 12% | i | -20% | -3%
Cc1cc(C)cc(Oc2c(C(F)(F)F)oc3cc(OCC(=O)NC4CCCCC4)ccc3c2=O)c1 | -0.5% | 4% | . | . | 2% | 3% | i | 1% | 0%
Cc1cc(Cl)ccc1OCC(=O)Nc1ccccc1N1CCOCC1 | 2.9% | -32% | -2% | 21% | -28% | ? | i | -8% | 0%
O=C(Cc1ccccc1)NNC(=O)c1cccs1 | -0.7% | 4% | 13% | -2% | -6% | 10% | i | -17% | 2%
CC1(C)C(=O)OC(c2c(F)c(F)c(F)c(F)c2F)C2(CCCCC2)C1=O (configuration not stated) | 0.1% | 4% | -18% | 8% | 16% | . | i | -43% | 10%
O=C(O)CSc1nnc(Cn2nnc3ccccc32)n1CCc1ccccc1 | 0.0% | -7% | -5% | -2% | 2% | 2% | i | -4% | 12%
CN(Cc1cccnc1)C(=O)c1cc(S(=O)(=O)Nc2ccccc2F)ccc1Cl | 0.2% | -6% | 16% | 9% | -3% | 13% | i | -4% | 2%
Cc1ccc(OP(=O)(Nc2c(C)n(C)n(-c3ccccc3)c2=O)Oc2ccc(C)cc2)cc1 | -0.7% | . | -12% | 29% | 1% | ? | i | -10% | -3%
C/C(Cc1ccccc1)=N\NC(=O)CNC(=O)c1ccc2c(c1)OCCO2 | -1.2% | -5% | 11% | -2% | 1% | 4% | i | 7% | 9%
COCc1c(C(=O)NCc2ccccc2CN2CCCC2)oc2ccccc12 | -0.5% | -23% | 3% | 28% | -8% | 13% | i | -20% | -2%
Cc1ccccc1C(=O)NC1CCN(CC(=O)NCc2cccs2)CC1 | -0.5% | 4% | -1% | 1% | 0% | -18% | i | -10% | -11%
COCC(C)n1c(C)cc(C(=O)CN2c3cccc4cccc(c34)S2(=O)=O)c1C (configuration not stated) | -0.6% | 3% | 2% | -8% | 1% | 7% | i | -24% | -1%
O=C(c1cnn(-c2ccccc2)c1)c1ccc2ccccc2c1O | 4.0% | -25% | 4% | 7% | -7% | ? | ? | -20% | 8%
COCCN1C(=O)N[C@@H](c2ccco2)C(C(C)=O)=C1C | 2.6% | 6% | 3% | -25% | 4% | 4% | i | -14% | -9%
COc1cc(S(=O)(=O)N2CCCCC2)ccc1NC(C)=O | -0.3% | 3% | 2% | -4% | -4% | . | i | 11% | -6%
CC(C)OC(=O)c1ccc(NC(=O)Cn2c(-c3nonc3N)nc3ccccc32)cc1 | 2.7% | -6% | 4% | ? | 2% | ? | i | -47% | -19%
O=C(c1cccc([N+](=O)[O-])c1)N1CCN(c2ccc(Nc3ccccc3)nn2)CC1 | 6.0% | . | . | . | -2% | . | . | 4% | ?
CCCCNC(=S)NNC(=O)c1csc2ccccc12 | 0.0% | 7% | -1% | 2% | -6%[1.84 µM] | ? | i | -11% | -24%
Cc1ccc(S(=O)(=O)NCC(c2cccnc2)N2CCc3ccccc32)cc1 (configuration not stated) | 3.4% | . | -20% | 6% | -4% | 2% | i | -36% | ?

Copied from the list.
Cc1ccc(S(=O)(=O)NCC(c2cccnc2)N2CCc3ccccc32)cc1 (configuration not stated) in A549 viability has -4%
O=C(NC1CCCCC1)c1ccccc1NC(=O)C1CC(=O)N(c2ccc(Cl)cc2)C1 (configuration not stated) in ATXN2 expr inh has -1%

Later entries
Compound | Nrf2 activator | ATXN2 expr inh | EPAC2 antag | MCF10A rereplic | A549 viability | Nrf2 inh | S2 tox | HepG2 viability | TGFb inhibitor
COc1ccc(CSc2nc3ccncc3n2Cc2nc(-c3ccc(OC)c(OC)c3)oc2C)cc1 | 10% | -32% | . | . | ? | -14% | . | -67% | ?
CNC[C@@H]1Oc2cc(Br)ccc2S(=O)(=O)N([C@H](C)CO)C[C@@H]1C | 1.7% | -10% | 5% | . | . | . | i | -10% | -16%
O=C(COc1ccccc1[N+](=O)[O-])Nc1ccc(-c2nc3ccccc3s2)cc1 | 1.0% | 34% | . | . | -5% | ? | i | 1% | -9%
COc1ccc(-n2c(SCC(=O)c3ccc[nH]3)nnc2-c2ccccc2)cc1 | -0.2%[9.22 µM] | 1% | -17% | 14% | 12% | 10% | i | -9% | 0%
CC(C)(C)OC(=O)CN1c2cccc3cccc(c23)S1(=O)=O | 5.5% | 2% | -10% | 4% | 2% | -9% | i | -12% | 0%
CC(=O)Nc1ccc(S(=O)(=O)N(C)c2ccc(OCCOc3cccc(C)c3)cc2)cc1 | -0.9% | -11% | -6% | 7% | 1% | -14% | i | -33% | ?
Cc1noc(C)c1S(=O)(=O)Nc1ccc(C(=O)NC2CCCCCC2)cc1 | 0.0% | -8% | -3% | 1% | -7% | -19% | i | -31% | 3%
CCSc1nnc(NC(=O)C(C)(C(F)(F)F)C(F)(F)F)s1 | -0.2% | ? | -1% | 13% | ? | 16µM* | i | -33% | -3%
O=C(NCc1ccccc1)NC1(C(=O)N2CCOCC2)CCCCC1 | 0.3% | 1% | -4% | -1% | -7% | 8% | i | 1% | 1%
O=C(Cn1ncc(Cl)c(Cl)c1=O)c1ccc2c(c1)OCCO2 | ? | ? | -1% | 2.9µM* | -4% | ? | . | -82% | -19%
COc1ccc(-n2nc(C(=O)Nc3ccccc3OC)c3c4ccccc4n(C)c3c2=O)cc1Cl | 0.6% | . | . | . | 15% | . | . | -3% | -12%
Cn1cnc(S(=O)(=O)N2CCN(C(c3ccccc3)c3ccccc3)CC2)c1 | -0.9% | -10% | -22% | -2% | 10% | -19% | i | -73% | -5%
C=CCn1cnc2c(nnn2-c2ccc(Cl)cc2)c1=O | 0.1% | -12% | 8% | 0% | -10% | -6% | i | 6% | 17%
CNCC(O)C(O)C(O)C(O)CO (configuration not stated) | -1.2% | 6% | -6% | 18% | 0% | -7% | i | 5% | 17%
COc1cccc(OC)c1OC(=O)c1ccccc1 | 0.2% | -4% | ? | -1% | -1% | 3% | i | -4% | -13%
Cc1cc(S(=O)(=O)C(CNC(=O)COc2ccc(Cl)cc2)c2cccs2)ccc1F (configuration not stated) | 0.8% | . | . | . | -19% | . | . | -7% | -4%
O=C(c1ccccc1)c1ccc(OCC(O)CNCc2ccc(Cl)cc2)cc1 (configuration not stated) | 5.5% | ? | -3% | ? | 8% | 1% | i | -90% | ?
CCCN(C(=O)Cc1coc2cc(OC)ccc12)C1CCS(=O)(=O)C1 (configuration not stated) | 0.3% | 0% | -3% | 1% | -3% | -2% | i | 2% | -2%
CN(C)c1ccc(/C=N/O)cc1 | -0.2% | . | -5% | -3% | 3% | -6% | i | -1% | -9%
COc1cc(/C=C(/C#N)c2nc3ccccc3[nH]2)ccc1OCC(=O)Nc1ccccc1C | 0.0% | 6% | 8% | 18µM* | ? | 2% | . | -1% | 10%
O=C(CSc1nc2ccc([N+](=O)[O-])cc2[nH]1)NC1CCCCCC1 | 2.4% | -37% | -11% | ? | ? | 13µM* | ? | -18% | ?
CCc1ccc(/C=C2/Sc3ccccc3N(CC(=O)NCCCN3CCOCC3)C2=O)cc1 | -1.0% | . | -13% | ? | -3% | 8% | ? | 18µM* | ?
O=C(CNCCO)N1CCc2ccccc21 | 0.5% | -1% | 2% | -10% | -6% | . | i | 8% | 1%
COc1ccccc1NC(=O)C(NC(=O)OC(C)(C)C)C(C)OCc1ccccc1 (configuration not stated) | 0.1% | 1% | -7% | ? | -5% | 23µM* | i | -11% | -8%
OCC[C@@H]1C[C@H](O)[C@@H](O)[C@@]2(OCc3cc(C(F)(F)F)ccc32)O1 | 0.5% | 13% | 0% | . | . | . | ? | 3% | -5%
COc1ccc(Cl)c(NCCC(=O)O)c1 | -1.0% | . | -2% | 0% | -3% | -6% | . | -4% | 8%
CC(C)(C)c1ccc(C(=O)NC(CC(=O)O)c2ccc(OC3CCCC3)cc2)cc1 (configuration not stated) | 0.3% | . | -3% | -1% | -4% | ? | i | -4% | 1%
Cc1ccc(/C=C/C(=O)Nc2nccs2)o1 | ? | 53%[activator] | 1% | 12% | 0% | ? | i | -1% | 3%
C[C@@H]1C=C(C(=O)N2CCN(Cc3ccc4c(c3)OCO4)CC2)O[C@H](OCCCCO)C1 | 0.5% | 9% | 5% | 16% | -2% | 2% | i | 6% | -5%
CC(Oc1cc(F)ccc1[N+](=O)[O-])C(=O)Nc1ccc(S(=O)(=O)N2CCCC2)cc1 (configuration not stated) | 7.9% | . | -10% | 21µM* | -21% | 0% | . | -46% | -6%
O=C(NCCCCc1ccccc1)c1ccccc1 | 0.2% | -4% | -3% | -4% | 2% | 25% | i | -65% | 15%
O=C(COC(=O)c1ccccc1O)NC12CC3CC(CC(C3)C1)C2 | 6.7% | 13% | -16% | 4% | 12% | -12% | i | -6% | 5%

These rows are one share of the data. The share of hits here may be higher or lower than overall.
